Screening results as filed in PubChem.
RNase H inhibition: RNase H inhibition, HIV 1 Gag Pol polyprotein, FRET biochemical assay, screening (AID 372). HIV-1 RT RNase H, FRET RNA/DNA substrate fluorescence; higher % means a stronger effect. inhibition, % at 10 µM, or IC50 in µM where a hit was titrated. 100,000 compounds, 0.77% hits; in the data active means inhibition above about 50%
The depositor's hits bear a star. Not all compounds are listed, so the mix of outcomes need not match the whole.

| structure | RNase H inhibition |
| --- | --- |
| O=C1C2C(c3ccc(Cl)cc3)OC3(C(=O)c4ccccc4C3=O)C2C(=O)N1c1cccc(F)c1 (centres undefined) | 18% |
| CCOc1cccc2cc(-c3nnc(Nc4ccccc4OC)s3)c(=O)oc12 | 0% |
| COc1ccc(OC)c(CN2CCN(Cc3ccco3)CC2)c1 | 0% |
| O=S(=O)(Nc1cc(Br)c(O)c2ccccc12)c1cc(Cl)ccc1Cl | 27% |
| CC(=O)Nc1ccc(NC2=C(Cl)C(=O)c3c(Cl)c(Cl)c(Cl)c(Cl)c32)cc1 | 0% |
| C(#CC12CC3CC(CC(C3)C1)C2)CN1CCOCC1 | 4% |
| O=C(N/N=C/C=C\c1ccccc1[N+](=O)[O-])c1ccc(=O)[nH]n1 | 1% |
| CC(C)OC(=O)C(N)c1ccccc1 (centres undefined) | 2% |
| FC(F)(F)c1ccccc1C=NN1CCN(c2ccc(Cl)cc2)CC1 | 4% |
| CCCOc1c(I)cc(I)cc1/C=C(/C#N)c1nc2ccc(C)cc2[nH]1 | 8% |
| Cc1ccc(Cl)cc1NC(=O)c1c(Cl)cccc1Cl | 7% |
| Cc1ccc(N(CC(=O)Nc2ccccc2)S(=O)(=O)c2ccc(F)cc2)cc1 | 0% |
| COc1cc(N2CCN(Cc3ccccc3)CC2)c([N+](=O)[O-])cc1[N+](=O)[O-] | 7% |
| COc1ccc(C(=O)NC(=S)Nc2ccc(Cl)cc2)cc1OC | 12% |
| CC(C)CCNC(=O)C(=O)NCc1ccc(Cl)cc1 | 0% |
| CN(C)c1cccc(C(=O)N2CCc3ccccc3C2)c1 | 9% |
| CCCn1c(NC(=O)c2ccc(Cl)cc2)nc2ccccc21 | 10% |
| CN(C)c1ccc(/C=C2\SC(=O)N(c3ccc(Cl)cc3)C2=O)cc1 | 21% |
| Cc1cccc(N(CC(=O)Nc2cc(Cl)ccc2C)S(=O)(=O)c2ccccc2)c1 | 20% |
| CNC(=O)/C(=C/c1ccc(-c2ccc(Cl)cc2)o1)NC(=O)c1ccc(Cl)cc1 | 9% |
| CCN(CC)CCCCCOc1ccccc1[N+](=O)[O-] | 2% |
| CC(=O)c1cccc(NC(=O)c2cc(Cl)ccc2Cl)c1 | 9% |
| O=C(NCCNc1ccc([N+](=O)[O-])cc1)c1ccc(Cl)cc1 | 2% |
| COc1ccc(-c2cc(C(=O)NN3CCN(C)CC3)c3ccccc3n2)cc1OC | 0% |
| COc1ccc(-c2nnc(NC(=O)Nc3ccc(Cl)c(Cl)c3)s2)cc1 | 36% |
| O=C(NNS(=O)(=O)c1ccc2ccccc2c1)c1ccccc1F | 0% |
| COc1cc2c(cc1OC)CN(Cc1cccc(OC)c1OC)CC2 | 0% |
| COc1ccc(Br)cc1C1C(C#N)=C(N)Oc2cc(N)ccc21 (centres undefined) | 31% |
| COc1cc(Br)c(/C=C2/C(=O)NN(c3ccc(C)cc3)C2=O)cc1OC | 16% |
| CCc1nc2c(C)cc(C)cc2c(N)c1C | 0% |
| COc1ccc(C(=O)c2ccc(N3CCN(C(=O)c4ccccc4F)CC3)c(F)c2)cc1Br | 0% |
| Cc1ccccc1C(=O)Nc1ccc2nc(SCC(=O)NC3CC3)sc2c1 | 0% |
| CCOC(=O)CSCCOc1ccc(/C=C2/C(=O)NC(=O)N(c3cccc(C)c3)C2=O)cc1OC | 2% |
| CCC(=O)Nc1ccc(Cl)c(-c2nc3cc(Cl)ccc3o2)c1 | 11% |
| O=S(=O)(c1cc(Cl)ccc1Cl)n1cnc2ccccc21 | 43% |
| Cc1cc(/C=C(\C#N)C(=O)Nc2ccc(F)cc2)c(C)n1-c1cccc(C(=O)O)c1 | 5% |

Reformatted as labelled records: 4 of the compounds above.
CCOC(=O)CSCCOc1ccc(/C=C2/C(=O)NC(=O)N(c3cccc(C)c3)C2=O)cc1OC
  RNase H inhibition: 2%

CCC(=O)Nc1ccc(Cl)c(-c2nc3cc(Cl)ccc3o2)c1
  RNase H inhibition: 11%

O=S(=O)(c1cc(Cl)ccc1Cl)n1cnc2ccccc21
  RNase H inhibition: 43%

Cc1cc(/C=C(\C#N)C(=O)Nc2ccc(F)cc2)c(C)n1-c1cccc(C(=O)O)c1
  RNase H inhibition: 5%

New compounds follow.
| structure | RNase H inhibition |
| --- | --- |
| C[n+]1ccn(CC(=O)c2ccc(Br)cc2)c1 | 1% |
| COc1cccc(-n2sc3c(c2=S)-c2cc(C)ccc2NC3(C)C)c1 | 25% |
| O=C(CSCC(=O)Nc1ccc2ccccc2c1)Nc1cccc([N+](=O)[O-])c1 | 11% |
| CC(C)(C)OC(=O)N/N=C\c1ccc(OC(=O)c2cccs2)cc1 | 12% |
| COc1ccccc1OCCSc1nc2ccc(Br)cc2[nH]1 | 7% |
| CCOc1ccc(N2C(=O)S/C(=C\c3ccc(Cl)cc3Cl)C2=O)cc1 | 2% |
| CCOC(=O)C1=C(O)/C(=C/c2ccc(OC)cc2)SC1=Nc1cccc2ccccc12 | 17% |
| Cc1ccc(N2C(=O)/C(=C/c3c(F)cccc3Cl)SC2=S)cc1 | 16% |
| O=C(O)COc1ccccc1/C=N\NC(=O)C1COc2ccccc2O1 (centres undefined) | 5% |
| CC1(C)C(C=C(Cl)Cl)C1C(=O)Nc1ccc(C(=O)O)cc1 (centres undefined) | 11% |
| O=C(CCCOc1ccc(Cl)cc1Cl)n1nnc2ccccc21 | 10% |
| Cc1ccc(C(=O)O/N=C(\N)c2ccc(Br)cc2)cc1 | 3% |

4 entries picked at random from the list so far, as already listed:
| structure | RNase H inhibition |
| --- | --- |
| COc1ccccc1OCCSc1nc2ccc(Br)cc2[nH]1 | 7% |
| O=C(CSCC(=O)Nc1ccc2ccccc2c1)Nc1cccc([N+](=O)[O-])c1 | 11% |
| CCOC(=O)C1=C(O)/C(=C/c2ccc(OC)cc2)SC1=Nc1cccc2ccccc12 | 17% |
| CC(C)(C)OC(=O)N/N=C\c1ccc(OC(=O)c2cccs2)cc1 | 12% |

(continued)
| structure | RNase H inhibition |
| --- | --- |
| COc1ccccc1OCCOCCOc1ccc(C)cc1[N+](=O)[O-] | 4% |
| COc1cc([N+](=O)[O-])ccc1NC(=O)CC(C)=O | 1% |
| Cc1ccc(-c2ccccc2)n1-c1ccc(O)cc1 | 11% |
| COc1ccc(C(=O)Nc2ccccn2)cc1S(=O)(=O)N1CCOCC1 | 6% |
| CC(CC(=O)Nc1ccc(Br)cc1)c1ccccc1 (centres undefined) | 7% |
| COc1ccc(Cl)cc1C(=O)Nc1ccc(Br)cc1 | 0% |
| C=CCNC(=O)C(=O)NCc1cccnc1 | 2% |
| CSC1=C(C#N)C(c2ccccc2Cl)C(C(=O)Nc2ccccc2C)=C(C)N1 (centres undefined) | 22% |
| Cc1cc(C)c2oc(-c3ccc(NC(=O)c4ccccc4[N+](=O)[O-])cc3)nc2c1 | 22% |
| CC1=NN(c2ccc(C)cc2)C(=O)C1C(c1ccccc1[N+](=O)[O-])c1c(C)[nH]n(-c2ccc(C)cc2)c1=O (centres undefined) | 15% |
| CN(CCN(C)/N=C/c1c2ccccc2cc2ccccc12)/N=C/c1c2ccccc2cc2ccccc12 | 10% |
| O=C(CCNC(=O)OCc1ccccc1)Oc1cc2oc(=O)cc(-c3ccccc3)c2cc1Cl | 23% |
| CCOc1cc(C(=O)NC(=S)Nc2ccc(NC(=O)c3ccco3)cc2)cc(OCC)c1OCC | 12% |
| O=C(c1nc2nc(-c3ccccc3)cc(C(F)(F)F)n2n1)N1CCN(Cc2ccccc2)CC1 | 4% |
| COc1ccc(Cc2c(O)nc(SC)n(-c3ccccc3)c2=O)cc1 | 0% |
| COC(=O)c1c(N)sc(C)c1-c1ccc(Cl)cc1Cl | 25% |
| Cc1ccc2cc(C3=C/C(=C/c4ccc([N+](=O)[O-])o4)C(=O)O3)ccc2c1 | 6% |
| CCOC(=O)C1=C(C)N=c2s/c(=C/c3cccc([N+](=O)[O-])c3)c(=O)n2C1c1cccs1 (centres undefined) | 6% |
| CC(C)(C)c1cc(C(=O)N/N=C/c2c[nH]c3ccccc23)n[nH]1 | 0% |
| C/C(=N\NC(=O)c1sc2cc(Cl)ccc2c1Cl)c1ccncc1 | 0% |
| O=C(COc1ccc2c(=O)c(Oc3ccccc3Br)coc2c1)OCc1ccccc1 | 26% |
| CCOc1cc(/C=C2\SC(=S)NC2=O)ccc1OC(C)=O | 4% |
| Cc1ccccc1C(=O)Nc1cccc(NC(=O)c2ccc(-c3ccc(Br)cc3)o2)c1 | 11% |
| CCOC(=O)C1=C(C)NC2=C(C(=O)CCC2)C1c1cccc(OC)c1 (centres undefined) | 11% |

Structures shown so far with a furan ring, fused or not (five):
| structure | RNase H inhibition |
| --- | --- |
| COc1ccc(OC)c(CN2CCN(Cc3ccco3)CC2)c1 | 0% |
| CNC(=O)/C(=C/c1ccc(-c2ccc(Cl)cc2)o1)NC(=O)c1ccc(Cl)cc1 | 9% |
| CCOc1cc(C(=O)NC(=S)Nc2ccc(NC(=O)c3ccco3)cc2)cc(OCC)c1OCC | 12% |
| Cc1ccc2cc(C3=C/C(=C/c4ccc([N+](=O)[O-])o4)C(=O)O3)ccc2c1 | 6% |
| Cc1ccccc1C(=O)Nc1cccc(NC(=O)c2ccc(-c3ccc(Br)cc3)o2)c1 | 11% |

Later entries:
| structure | RNase H inhibition |
| --- | --- |
| Cc1cc(C)c(S(=O)(=O)Nc2ccc([N+](=O)[O-])cc2)c(C)c1 | 2% |
| CCOC(=O)C1=C(C)N=c2s/c(=C\c3ccc(-c4ccc(Cl)c(C(=O)O)c4)o3)c(=O)n2C1c1ccc(Cl)cc1 (centres undefined) | 0% |
| COc1ccccc1N1C(=O)/C(=C/c2cccc(O)c2)SC1=S | 13% |
| O=C(CCCC(=O)Nc1nc2ccccc2s1)Nc1nc2ccccc2s1 | 4% |
| CCCOc1cccc(/C=C2\N=C(c3ccc(Cl)cc3)OC2=O)c1 | 20% |
| CCOc1ccc(C(=O)N/N=C(/C)c2ccc(Br)cc2)cc1 | 11% |
| COc1ccc(C(=O)CSc2nc(C)cc(C)n2)cc1[N+](=O)[O-] | 0% |
| O=C(Nc1ccc(S(=O)(=O)Nc2ncccn2)cc1)c1cncc(Br)c1 | 4% |
| CC1=CC(=O)C=C/C1=N\S(=O)(=O)c1ccc(C)cc1 | 32% |
| Cc1ccnc(NS(=O)(=O)c2ccc(N)cc2)c1 | 0% |
| CCCCCC(=O)N/N=C(/C)c1cccs1 | 2% |
| Cc1ccccc1OCC(=O)N/N=C/c1ccc(O)cc1O | 4% |

(further entries)
Structure,RNase H inhibition
CN1C(=O)/C(=C2\SC(=S)N(NC(=O)c3cccnc3)C2=O)c2ccccc21,8%
COc1cc2nc(CCCOc3ccc(Cl)cc3Cl)oc(=O)c2cc1OC,0%
CC1=C(C(=O)OCCc2ccccc2)C(c2ccccc2[N+](=O)[O-])NC(=O)N1C (centres undefined),4%
Cc1c(C(=O)NCCC(C)C)cccc1[N+](=O)[O-],0%
COc1ccc(Cl)cc1NC(=O)C1=C(C)NC(=S)NC1c1ccccc1Br (centres undefined),1%
O=C(Nc1nccs1)c1cc(-c2ccc(Cl)s2)nc2ccccc12,7%
CC(C)C1C(C#N)(C#N)C(C#N)=C(N)C1(C)[N+](=O)[O-] (centres undefined),0%
CCn1c2ccccc2c2cc(CN3CCN(Cc4ccco4)CC3)ccc21,6%
COc1ccc(OCC(=O)NC2CC(C)(C)NC(C)(C)C2)cc1,0%
COc1cc(C2CC(=O)Nc3c2ccc2ccccc32)cc(OC)c1OC(C)=O (centres undefined),15%
CCOc1ccc(N2C(=O)NC(=O)/C(=C/c3ccc4c(c3)OCO4)C2=O)cc1,17%
O=C(CCN1C(=O)/C(=C/c2cccs2)SC1=S)NC12CC3CC(CC(C3)C1)C2,9%
COc1cc(/C=C2/C(=O)NN(c3ccc(C)c(C)c3)C2=O)cc(I)c1O,28%
CCCOc1ccc(N/C=C/C(=O)c2ccc(Br)cc2)cc1,13%
Cc1cc(N2C(=O)NC(=O)/C(=C\C=C\c3ccco3)C2=O)ccc1Br,10%
CCC(=O)c1ccc(N2CCN(CCC#N)CC2)c(F)c1,0%
CCC(C)OC(=O)c1cccc(-c2ccc(OC(C)=O)cc2)c1 (centres undefined),0%
C#CCOc1ccc(C2C(C(=O)OC)=C(C)NC3=C2C(=O)c2ccccc23)cc1 (centres undefined),15%
CCN(CC)c1ccc(C=Nc2cc([N+](=O)[O-])ccc2C)c(O)c1,6%
S=C(NC1CCCCC1)NC(c1ccccc1)(c1ccccc1)c1ccccc1,0%
COc1ccc(NC(=O)c2ccc(C)cc2)cc1OC,7%
CC12CC3(C)CC(C)(C1)CC(C(=O)NCCO)(C2)C3,8%
O=C(Nc1ccc(S(=O)(=O)N2CCCCCC2)cc1)c1cccc([N+](=O)[O-])c1,9%
CCc1ccccc1N1C(=O)C2CC(C)=C(C)CC2C1=O (centres undefined),3%
COc1ccc(CCNC(=O)C(=O)NCc2ccco2)cc1,0%
C=CCc1ccc(OCCOc2ccc(C=C3C(=O)NC(=S)NC3=O)cc2)c(OC)c1,28%
COc1cc(C(=O)NC(=S)Nc2cc(Cl)cc(Cl)c2)cc(OC)c1OC,16%
Cc1ccc(NCC(=O)N/N=C\c2ccc(-c3cccc([N+](=O)[O-])c3)o2)cc1,8%
CC(=O)Oc1ccc(Cl)cc1N1C(=O)c2ccc([N+](=O)[O-])cc2C1=O,6%
CCCCOc1ccc(/C=N/Nc2cc(-c3ccccc3)nc(-c3ccc(Br)cc3)n2)cc1,13%
COc1ccc(-n2c(O)c(C=Nc3ccc(Cl)cc3)c3ccccc3c2=O)cc1,11%
CCn1c(=N)n(CC(=O)c2ccccc2)c2ccccc21,3%
COc1cc(/C=C2\SC(=S)N(C)C2=O)ccc1OCCOc1cc(C)cc(C)c1,4%
O=S(=O)(N/N=C/c1ccc(O)cc1)c1ccc(Cl)cc1,0%
COc1ccc(C2CC(C(F)(F)F)n3nc(C(=O)NCCN4CCOCC4)cc3N2)cc1 (centres undefined),12%
COc1ccc(C2/C(=C(/O)c3ccccc3)C(=O)C(=O)N2CC2CCCO2)cc1 (centres undefined),13%
O=C(N/N=C/c1ccc(F)cc1)c1cccc(F)c1,0%
C(=N/N1CCN(c2ccccc2)CC1)/c1ccncc1,6%
Cc1ccc(-c2csc(/C(C#N)=C/Nc3cccc(F)c3)n2)cc1,4%
COc1ccc(Cl)cc1NC(=O)C(C)Oc1ccccc1 (centres undefined),45%
Cc1ccc(C(=O)NC(=S)Nc2ccc(-c3nc4ccccc4s3)cc2)cc1C,35%
Cc1cccc(N2C(=O)C(Cl)=C(Nc3ccccc3)C2=O)c1,11%
